Plk1 PBD FP: inhibitors of human Plk1 polo box domain binding; 97,000 compounds, 0.13% hits; inhibition, %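 (tested at about 20 µM)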; P53350; Plk1 PBD phosphopeptide binding, fluorescence polarization; in the data active = inhibition above about 34%, passing the limit was not always enough
ERa coact pot: enhances coactivator binding to human estrogen receptor alpha | coactivator binding (% of control), % at 25.6 µM | TR-FRET ERalpha-LBD/SRC-Cy5 coactivator binding, 2 h; 100 = basal binding, no effect | 86,000 compounds, 1.3% hits; in the data active = activity above about 200%;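 note: binding measured in presence of low estradiol as agonist stimulus; 0% = peptide alone without receptor and 100% = receptor with peptide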
Target sequence (P03372 whole entry, looked up, the tested form may be a part): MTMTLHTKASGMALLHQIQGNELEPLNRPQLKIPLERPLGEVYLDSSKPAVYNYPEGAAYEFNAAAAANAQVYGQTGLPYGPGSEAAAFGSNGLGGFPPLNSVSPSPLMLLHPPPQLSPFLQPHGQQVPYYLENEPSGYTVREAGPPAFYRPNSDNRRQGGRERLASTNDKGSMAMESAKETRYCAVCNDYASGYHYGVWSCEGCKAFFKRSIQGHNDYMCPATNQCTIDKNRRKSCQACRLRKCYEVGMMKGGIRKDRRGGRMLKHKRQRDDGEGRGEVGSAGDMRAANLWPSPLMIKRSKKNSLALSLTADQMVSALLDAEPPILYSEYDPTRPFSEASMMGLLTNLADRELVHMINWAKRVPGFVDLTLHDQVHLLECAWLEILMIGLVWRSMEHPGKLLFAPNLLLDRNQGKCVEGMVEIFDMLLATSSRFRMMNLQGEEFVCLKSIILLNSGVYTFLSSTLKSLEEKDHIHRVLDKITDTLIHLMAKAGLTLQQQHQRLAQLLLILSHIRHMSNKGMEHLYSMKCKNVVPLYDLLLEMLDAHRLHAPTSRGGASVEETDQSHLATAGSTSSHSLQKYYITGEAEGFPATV
FAK inh: inhibitors of human focal adhesion kinase. Q05397. biochemical FAK kinase activity assay. inhibition, %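 (tested at 7 µM)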. 97,000 compounds, 0.84% hits. AID 727; in the data active = inhibition above about 19%;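 note: 0% = DMSO and 100% = reference compound high control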
ERa SRC1 inh: ER-alpha (human) coactivator binding inhibition | TR-FRET ER-alpha LBD / SRC-1 peptide, estradiol-bound | inhibition, % at 25.6 µM | 86,000 compounds, 1.7% hits | AID 629; in the data active = inhibition above about 50%;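 note: 0% = receptor plus peptide control and 100% = peptide only without receptor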
Mac1 fbg inh: CD11b/CD18-fibrinogen binding inhibition. K562 CD11b/CD18 adhesion to fibrinogen, ATPlite luminescence; Mn2+ added to activate the integrin. AID 1497. 93,000 compounds, 0.54% hits. inhibition, % at 10 µM;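 active = primary inhibition of 50% or more at 10 µM, then 40% or more on retest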; note: some results filed as inactive read as strong as hits
Mac1 fbg enh: enhancers of human CD11b/CD18 binding to fibrinogen; K562 CD11b/CD18 adhesion to fibrinogen, ATPlite luminescence; 93,000 compounds, 0.07% hits; activation, % at 10 µM; AID 1499; P05107+P11215;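 active = 10 µM primary screen giving 50% or more activity, confirmed by 40% or more on retest at that dose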; note: strong numbers were not always called active; reference of the scale not given here
Rev-RRE block: inhibitors of HIV-1 Rev-RRE RNA interaction; P05866; Rev peptide-RRE RNA binding, FRET; inhibition, % at 8 µM; 97,000 compounds, 0.79% hits;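 active = inhibition above the screen-wide mean plus 3 SD, cut at about 35% in these data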;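 note: 0% = median DMSO wells and 100% = median Neomycin B control wells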
Target sequence (P05866 whole entry, looked up): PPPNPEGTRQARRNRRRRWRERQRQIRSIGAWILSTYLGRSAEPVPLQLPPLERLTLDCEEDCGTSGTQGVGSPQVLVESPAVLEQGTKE
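Probe or stimulus: fluorescein-Rev peptide as binding partner; assay system: Cy5-tagged RRE RNA duplex with fluorescein-tagged Rev peptide; timing: 5 min compound–RNA preincubation, then 15 min with peptide, 25 °C; medium: HEPES pH 7.5 buffer with KCl, MgCl2, NaCl and EDTA; signal: fluorescein-to-Cy5 FRET, 480 nm excitation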
PLK1 kinase inh: PLK1 (human) kinase inhibition; recombinant PLK1 kinase, TR-FRET peptide phosphorylation; inhibition, % at 10 µM; AID 619; P53350; 97,000 compounds, 0.53% hits;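 active = inhibition of 50% or more in the single-concentration screen; inactive = inhibition below 50%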;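 note: 0% = DMSO max control and 100% = H-89 dihydrochloride min control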
ERb coact inh: ER-beta (human) coactivator binding inhibition; Q92731; 86,000 compounds, 1.3% hits; AID 633; inhibition, % at 25.6 µM; TR-FRET ER-beta LBD / SRC1-Cy5 peptide binding; receptor agonist-loaded with 1 µM estradiol;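 active = compounds whose percent inhibition of the receptor-coactivator binding signal exceeds about 50% in the single-dose screen, limit read from the data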;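 note: 0% = receptor plus peptide wells without compound and 100% = peptide-only wells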
The depositor's hits bear a star; nt = not tested or not shown; [ ] = dose if it differs, or a comment. Compounds were not picked by outcome; overall some 4.7% were active at least once.

SMILES	Plk1 PBD FP	ERa coact pot	FAK inh	ERa SRC1 inh	Mac1 fbg inh	Mac1 fbg enh	Rev-RRE block	PLK1 kinase inh	ERb coact inh
Cn1c(=O)n(CCOc2ccccc2Cl)c2ccccc21	-18	107	1	7[fluorescence artefact?]	21	-1	4	10	2
CCOC(=O)C1=C(C)N(C)C(=O)NC1c1ccccc1OC (stereo not drawn)	-11	123	-2	-1	-2	0	0	-9	-1[fluorescence artefact?]
O=C(CN(Cc1ccco1)C(=O)CNS(=O)(=O)c1ccccc1)NCc1ccc(F)cc1	3	115	-2	5	-19	1	-1	-10	7
Cc1cc(Cl)cc(Cl)c1OCCOc1cccc2cccnc12	11	153[fluorescence artefact?]	1	23	2	0	10	-6	9
Cc1nn(C)c(C)c1S(=O)(=O)N1CCCC(C(=O)NC2CCCCC2)C1 (stereo not drawn)	2	90	0	2[fluorescence artefact?]	-25	-5	3	-18	0
CCC(C)N(C(=O)CSc1nc(-c2ccccc2)cs1)C1CCS(=O)(=O)C1 (stereo not drawn)	-36	130	6	-10	2	-4	4	11	-18
CCn1cnc2c1c(=O)n(Cc1nnc3n1-c1ccccc1SC3)c(=O)n2Cc1ccccc1	-11	103[fluorescence artefact?]	-1	2[fluorescence artefact?]	12	-5	0	7	7[fluorescence artefact?]
CCCc1cc(C(=O)Nc2ccc(C(C)=O)cc2)no1	-18	107	0	-6	8	-6	11	1	-5
CCCC(c1nnnn1Cc1ccc(OC)cc1)N1CCN(c2ccccc2OC)CC1 (stereo not drawn)	-18	102	0	-16	35	7	1	-5	5
COc1ccc(NC(=O)Cc2nc3ccccc3[nH]2)cc1	12	142	-1	-1	-1	2	7	-12	-4[fluorescence artefact?]
Cc1nc2ccccc2c2c1C(=O)N(Cc1cccnc1)C2=O	21	106	3	3	3	-6	6	-4	-7
CCSc1nc(N)c2c3c(sc2n1)CN(C)CC3	nt	83	nt	11	-25	-1	nt	nt	12
CSc1nc(C)cc(SC(C(C)=O)C(=O)Nc2ccccc2)n1 (stereo not drawn)	-5	87	-2	2	nt	nt	1	-2	-5
[O-][n+]1ccc(C2CC2)cc1	-30	113	-3	-5	-6	-7	2	-5	7
O=C(Cn1nnc2c(cnn2-c2ccc(F)cc2)c1=O)c1ccccc1F	-3	133	1	11[fluorescence artefact?]	-26	6	2	-10	8[fluorescence artefact?]
O=C(/C=C/c1ccc2c(c1)OCO2)N1CCOCC1	9	nt	-2	nt	nt	nt	4	4	nt
COc1cc(C(=O)Nc2ccc(-c3nnc(-c4ccco4)o3)cc2)cc(OC)c1OC	6	69	0	29	19	-1	0	-11	11
COc1ccc(NC(=S)NC(NC(=O)c2ccccc2Cl)C(Cl)(Cl)Cl)c([N+](=O)[O-])c1 (stereo not drawn)	-8	94[fluorescence artefact?]	5	5	14	6	4	-2	-6
CCn1c(COc2ccccc2C)nnc1SCC(=O)CC(=O)Nc1ccccc1OC	-17	132	-4	3	8	6	5	-20	-1
COc1ccc(S(=O)(=O)n2oc(=O)cc2-c2ccccc2)cc1	-15	108	-2	-2	-3	-4	4	-5	2
CCCC1(C(=O)OC)NC(c2ccc(OC)c(OC)c2)C2C(=O)N(c3ccc4c(c3)OCO4)C(=O)C21 (stereo not drawn)	-3	112[fluorescence artefact?]	-2	2	6	-1	0	-8	-5
O=C(CCN1C(=O)c2ccccc2C1=O)Nc1sc2c(c1C(=O)NCc1ccco1)CCCC2	5	111[fluorescence artefact?]	6	-24	21	16	3	-13	-24[fluorescence artefact?]
O=C1NC2(CCCCC2)Oc2ccccc21	-12	89	-1	23	2	-1	5	-7	6
CCn1cc(C2N3CC4(C)CN2CC(C)(C3)C4=O)c2ccccc21 (stereo not drawn)	-14	91	9	1	-9	-2	4	-22	-7
COC(=O)c1coc(-c2ccc(C)cc2)c1C(=O)OC	7	102	4	-5	-12	-1	2	-18	8
More entries.
SMILES	Plk1 PBD FP	ERa coact pot	FAK inh	ERa SRC1 inh	Mac1 fbg inh	Mac1 fbg enh	Rev-RRE block	PLK1 kinase inh	ERb coact inh
CCOc1ccc(-c2noc(=O)[nH]2)cc1	16	110	0	-2	-2	-4	6	-15	-4[fluorescence artefact?]
O=C(N/C=C/c1ccccc1)Nc1ccc(Cl)cc1	16	nt	3	nt	1	0	4	-4	nt
COc1ccccc1N1CCN(C(=O)c2c(-c3c(Cl)cccc3Cl)noc2C)CC1	-7	95	2	7	4	-4	10	-4	7
O=C(CN1C(=O)CSC1=O)NC1CCCCC1	-11	109	0	5	nt	nt	6	-17	10
O=C(CCNC(=O)c1ccc(Br)o1)NC1CCCC1	2	106	-2	-23	nt	nt	9	-13	-32[fluorescence artefact?]
Cc1[nH]c(=O)c(C(=O)/C=C/c2ccccc2)c2c1CCCC2	-9	nt	2	nt	-18	-2	-3	-20	nt
Cc1cc(NC(=O)c2cnn3c(C(F)(F)F)cc(-c4ccccc4)nc23)no1	-18	101	0	-19	8	-5	5	-1	-19
CC(C)(C)c1[nH]c2ccccc2c1/C=N/O	2	102	0	-6	-29	-4	1	-11	-13
O=C(O)C1CC(c2ccccc2F)=NO1 (stereo not drawn)	-16	132	-2	-5	-1	-1	8	-2	2
COc1ccc(C(O)P(=O)(OC2CCCCC2)c2ccc(N(C)C)cc2)cc1OC (stereo not drawn)	5	107	7	9[fluorescence artefact?]	-1	1	4	7	-3[fluorescence artefact?]
COc1ccc(CNC(=O)C2CC(c3ccc(OC)cc3)=NO2)cc1 (stereo not drawn)	-23	113[fluorescence artefact?]	-4	-6	14	-4	4	-6	2
COc1ccc(C2C(C(=O)c3cccs3)=C(O)C(=O)N2c2nnc(C)s2)cc1OC (stereo not drawn)	7	108[fluorescence artefact?]	-3	4	5	0	107*[fluorescence artefact?]	-8	0[fluorescence artefact?]
CCCCNc1cc(C)oc(=O)c1C(C)=O	0	89	4	0	-10	1	0	-3	2
O=C(O)C1CCC(=O)N1Cc1ccccc1Cl (stereo not drawn)	nt	113	nt	-5	-15	1	nt	nt	0
CC(C)(C)SCCNC(=O)CSCc1ccc([N+](=O)[O-])cc1	16	nt	3	nt	nt	nt	2	-7	nt
COC(=O)c1ccc(Oc2nc(N3CCCCC3)nc(N3CCOCC3)n2)cc1	9	84[fluorescence artefact?]	2	-7	nt	nt	8	3	-4
CCOC(=O)c1cc2c(=O)n3ccccc3nc2n(Cc2ccccc2)c1=N	-12	113	9	8[fluorescence artefact?]	-42	0	14	-8	5
CCC(C)NC(=O)c1n[nH]c(=O)c2ccccc12 (stereo not drawn)	32	107	2	-3	nt	nt	7	-8	-6
C=CCN1C(=O)C(Cc2ccc(OC)cc2)S/C1=N\N=C\c1cccs1 (stereo not drawn)	7	105	1	-3	-29	-3	-2	-7	-19
Cc1ccc2nc(N3CCN(Cc4ccc(F)cc4)C3=O)c(C)cc2c1	-13	108	5	1	2	-4	9	-13	9
O=C(CSc1nnnn1C1CCCC1)Nc1ccc(F)cc1	-3	96	-2	1	nt	nt	3	1	-7
CC(C)(C)c1ccc(C(=O)CCCSC2=C(C#N)C(c3ccco3)C3=C(CCCC3=O)N2)cc1 (stereo not drawn)	-14	112	2	-4	23	-4	-4	-12	7
CC(=O)Nc1ccc2ccc3cccc4ccc1c2c34	-22	93[fluorescence artefact?]	0	16[fluorescence artefact?]	nt	nt	9	-9	23[fluorescence artefact?]
Nc1ccc(S(=O)(=O)c2cccc(N)c2)cc1	4	113	-2	-12	-1	1	7	-11	-9[fluorescence artefact?]
Clc1ccccc1OCCn1ccnc1	11	95	-3	23	-5	-8	4	-9	26[fluorescence artefact?]

Rev-RRE block, what is marked active above
SMILES	Plk1 PBD FP	ERa coact pot	FAK inh	ERa SRC1 inh	Mac1 fbg inh	Mac1 fbg enh	Rev-RRE block	PLK1 kinase inh	ERb coact inh
COc1ccc(C2C(C(=O)c3cccs3)=C(O)C(=O)N2c2nnc(C)s2)cc1OC (stereo not drawn)	7	108[fluorescence artefact?]	-3	4	5	0	107*[fluorescence artefact?]	-8	0[fluorescence artefact?]

Going on with the list.
SMILES	Plk1 PBD FP	ERa coact pot	FAK inh	ERa SRC1 inh	Mac1 fbg inh	Mac1 fbg enh	Rev-RRE block	PLK1 kinase inh	ERb coact inh
O=C(CCSc1nc(-c2ccco2)cc(C(F)(F)F)n1)NCc1ccccn1	-13	110	1	-1	18	0	4	-9	-1
COc1ccc(NC(=O)N2CCN(CCC#N)CC2)cc1	-24	115	-3	0[fluorescence artefact?]	-6	0	10	-8	-1[fluorescence artefact?]
O=C(CSc1nnc(CNC(=O)c2cccs2)o1)c1ccc(Cl)cc1	3	79	-2	-9	44	-4	0	5	-10
O=C(CSc1nnc(CNc2ccc(F)cc2)n1CC1CCCO1)Nc1ccccc1 (stereo not drawn)	7	120	-2	-11	nt	nt	6	-15	-6
C=CCn1c(=O)/c(=C/c2cc(OC)c(OC)c(OC)c2)s/c1=C(/C#N)c1nc2ccccc2n1C	nt	93	nt	26	30	-4	nt	nt	27
O=C(COc1ccc(-c2nnc(N3CCCCC3)c3ccccc23)cc1)N1CCCCC1	4	97	4	5	nt	nt	-2	-10	3
COc1ccc(/C=N/N2CCN(C)CC2)cc1OC	-2	nt	1	nt	-21	-2	5	-15	nt
Cc1onc(-c2ccccc2)c1C(=O)N/N=C(\N)COc1ccc(Cl)cc1	-10	nt	-8	nt	-3	0	6	-8	nt
COC(=O)c1c(NC(=O)Cc2ccccc2)sc(C)c1C	-9	87	-2	13	3	-2	13	-7	-3
COC(=O)c1cccc(COC(=O)c2ccccc2NC(=O)c2ccco2)c1	1	84	2	19[fluorescence artefact?]	-6	13	5	-9	16[fluorescence artefact?]
OCCNCCOc1ccccc1-c1ccccc1	-9	97	2	3	2	-4	6	-10	-12
Cc1cc(C)n2c(SCC(=O)Nc3ccccc3)nnc2n1	-14	119[fluorescence artefact?]	-2	-5	-8	0	3	-8	-4[fluorescence artefact?]
O=C(OCCN1C(=O)c2ccccc2C1=O)c1ccco1	8	117	0	-16	nt	nt	6	-13	-20[fluorescence artefact?]
CC1=CS(=O)(=O)CC1Sc1ncn[nH]1 (stereo not drawn)	-12	113	-4	-8	nt	nt	5	-8	-3
COc1ccccc1NC(=O)CN1CCC(C(=O)c2ccc(F)cc2)CC1	6	110	6	10	nt	nt	12	2	-12
COc1cccc(NC(=O)c2nc3nc(C)cc(C(F)F)n3n2)c1	-21	137	-1	-5	2	0	1	8	0
Cc1cc(C(C)(C)C)oc1C(=O)N(CC(=O)NC1CCCC1)c1ccc(F)cc1	-24	nt	6	nt	-15	4	0	-3	nt
CC(=O)Nc1sc2c(c1C#N)CCCC2	0	90	0	-12	-24	-3	-4	-5	-20
CCC(C)NC(=O)C(Cc1ccccc1)NS(=O)(=O)c1cccc2nsnc12 (stereo not drawn)	11	111	-7	13[fluorescence artefact?]	nt	nt	-2	-4	-11[fluorescence artefact?]
Cn1cc(CC(=O)NCCCN2CCCC2)c2ccccc21	-3	115	-3	-1	2	-4	7	-3	30
O=C(/C=C/c1c(F)cccc1Cl)c1ccc(F)cc1	-1	nt	1	nt	nt	nt	13	19	nt
O=C(O)c1ccc2c(c1)OCCO2	21	110	2	77*[fluorescence artefact?]	6	-4	10	-8	3
Cc1cccc(N(NC(=O)C(C)(C)O)C(=O)c2ccccc2)c1	23	109	2	4[fluorescence artefact?]	nt	nt	3	-8	3[fluorescence artefact?]

Screening results: PubChem, several laboratories
